Source: PubChem
RAD54 branch: inhibitors of human RAD54 branch migration; RAD54 Holliday junction branch migration, FAM/BHQ fluorescence; Q92698; AID 602329; 360,000 compounds, 0.14% hits; inhibition, % at 10.4 µM;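 active = mean normalized replicate activity at least 40 and at least half of replicates scoring 40 or more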;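 note: 0% = median of neutral control wells and 100% = median of positive control wells; inhibitors cause a drop in the FAM fluorescence signal; in these data hits start at about 50%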
FN deposit inh: fibronectin deposition inhibition; AH1F fibroblasts, Alexa488-fibronectin deposition fluorescence, overnight; inhibition, % at 12.6 µM; 350,000 compounds, 0.086% hits; AID 743247;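 active = mean inhibition across replicates of 30% or more, regardless of how many single replicates reach that level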;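 note: positive control wells lacked labelled fibronectin entirely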
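Schedule: 1 h cell adhesion before compound, then overnight fibronectin incubation; test system: AH1F fibroblast monolayer depositing Alexa488-labelled fibronectin into matrix; quantity: 10000 AH1F cells per well; probe or stimulus: fluorescent fibronectin at 24 nM final; signal: fluorescence, ex 485 nm, em 525 nm; evaluation: percent inhibition as loss of matrix-bound fibronectin fluorescence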
esBAF inh: SWI/SNF esBAF complex inhibition | 350,000 compounds, 2% hits | mouse ES cells, Bmi1-luciferase knock-in reporter, 24 h; 100% = twice the neutral-well signal | AID 602393 | reporter increase, % at 12.5 µM; in the data active = activation above about 40%;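 note: 0% = median of the plate's neutral control wells and 100% = double that signal; a rise in the Bmi1 reporter signal indicates esBAF inhibition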
XiGFP reactiv: X-chromosome reactivation activator; XiGFP mouse fibroblasts, % GFP-positive cells imaging, 3 d; cells co-treated with 5-aza-dC sensitizer; scaled so ellipticine positive control = 100%; activation, % at 7.58 µM; 360,000 compounds, 0.055% hits; AID 743238;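 active = mean normalized replicate activation at least 10% and every replicate at or above 10%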;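 note: 0% = median of on-plate neutral control wells and 100% = ellipticine 6 µM median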
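System: SV40-immortalized XiGFP fibroblast cells, line 68-5-11 / Incubation: 3-day compound exposure, then 15 min fixation at room temperature / Compound: single concentration per compound, delivered by pin transfer / Buffer or medium: DMEM plus 5-aza-dC sensitizer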
S100A4 inh HTS: blocks human S100A4 binding to myosin IIA peptide; P26447; S100A4/TAMRA-MyoIIA peptide fluorescence polarization; inhibition, % at 10.7 µM; 360,000 compounds, 0.14% hits;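 active = mean inhibition of at least 70% across replicates, with every replicate also reaching that level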
Target sequence (P26447 whole entry, looked up): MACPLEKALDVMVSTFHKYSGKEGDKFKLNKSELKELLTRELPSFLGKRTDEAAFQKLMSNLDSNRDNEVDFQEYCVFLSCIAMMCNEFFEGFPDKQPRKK
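Test system – S100A4 monomer (human) · Compound – single-point compound testing · Schedule – 5 min incubation before reading · Probe or stimulus – TAMRA-labelled myosin IIA heavy-chain peptide probe, 5 nM · Benchmarks – neutral control DMSO, positive control TFP · Medium – Calcium-containing HEPES buffer, pH 7.2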
E-selectin induc: E-selectin induction on HUVECs; P16581; HUVEC E-selectin immunofluorescence imaging; normalized: neutral wells 0, TNF-alpha wells 100; activation, % at 7.58 µM; 260,000 compounds, 0.37% hits; AID 686992;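 active = mean E-selectin-positive cell signal at least 10% of the positive control, reached in at least 60% of replicates, without over 20% cell loss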;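 note: in these data hits start at about 27%; measured in HUVEC primary endothelial cells; signal is the percent of cells scored E-selectin positive by PE staining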
Target sequence (P16581 whole entry, looked up): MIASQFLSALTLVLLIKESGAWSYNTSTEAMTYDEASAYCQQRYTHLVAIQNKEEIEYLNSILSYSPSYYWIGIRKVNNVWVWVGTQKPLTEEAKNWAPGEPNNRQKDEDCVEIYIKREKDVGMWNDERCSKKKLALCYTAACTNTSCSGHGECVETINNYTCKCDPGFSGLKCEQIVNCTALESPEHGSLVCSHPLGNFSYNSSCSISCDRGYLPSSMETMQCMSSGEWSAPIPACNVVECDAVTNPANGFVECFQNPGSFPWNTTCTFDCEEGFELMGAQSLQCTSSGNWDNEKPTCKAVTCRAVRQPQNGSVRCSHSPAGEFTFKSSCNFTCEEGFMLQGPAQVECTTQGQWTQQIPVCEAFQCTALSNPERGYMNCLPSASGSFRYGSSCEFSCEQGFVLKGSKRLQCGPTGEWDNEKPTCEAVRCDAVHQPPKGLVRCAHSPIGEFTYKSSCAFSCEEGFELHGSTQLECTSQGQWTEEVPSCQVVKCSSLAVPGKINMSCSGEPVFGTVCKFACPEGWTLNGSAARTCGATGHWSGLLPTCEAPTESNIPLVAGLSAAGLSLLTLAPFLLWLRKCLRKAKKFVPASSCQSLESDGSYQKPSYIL
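Read-out: % PE-positive cells | Test system: HUVEC | Doses: One compound dose added by pin transfer | Buffer or medium: EGM-2 over gelatin coat | Signal: Immunofluorescence imaging | Benchmarks: TNF-alpha, DMSO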
EWS-Fli inh: EWS/Fli transcriptional activity inhibition; AID 651661; A673 NR0B1-luciferase reporter, viability-normalised; inhibition, % at 12.6 µM; 350,000 compounds, 0.67% hits;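 active = mean inhibition of at least 50% after viability correction, with every replicate also passing that limit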;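 note: firefly luciferase signal divided by Alamar Blue viability fluorescence both relative to DMSO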
RAD52 inh: inhibitors of human RAD52 DNA annealing; recombinant RAD52 DNA annealing, FRET fluorescence; inhibition, % at 18.7 µM; 360,000 compounds, 0.46% hits; AID 651710;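 active = every replicate showing at least 50% inhibition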
* marks the source's active call; other numbers are inactive results; . = not tested or not shown; & = joins results of further samples. Not a hit list, and some 3% of all compounds hit somewhere here.

Value order – FN deposit inh, esBAF inh, E-selectin induc, XiGFP reactiv, RAD52 inh, S100A4 inh HTS, RAD54 branch, EWS-Fli inh
CC1CCC(NC(=O)C(C)N2C(=O)C3CCCCC3C2=O)CC1 (stereo unspecified)
    -2, 7, ., 0.1, -4, 3, 1, -9
COc1ccc(NC(=O)C2=CN3CCS(=O)(=O)N=C3C=C2)c(OC)c1
    6, -7, 5.2, 0.2, -4, -2, 0, -4
O=C(NC1c2ccccc2-c2ccccc21)c1ccccc1
    ., ., ., 0.2, -6, 1, ., 2
Cc1ccc(C)c(NC(=O)CN(C)C(=O)c2cc(C3CC3)nn2-c2ccccc2)c1
    0, 10, -1.2, -0.1, -45, -2, -6, 5
CC(C)(C)n1nnnc1C(c1ccccn1)N1CCN(C(c2ccccc2)c2ccccc2)CC1 (stereo unspecified)
    -1, -5, 0.5, 0.0, 1, -7, -2, 3
CCc1nnc(NS(=O)(=O)c2ccc(NC(=O)c3cc(Cl)ccc3OC)cc2)s1
    2, -2, 0.0, 0.0, -13, -1, -6, 19
CC(=O)c1cccc(S(=O)(=O)N2CCC(C(=O)Nc3cccc(C(=O)NC4CC4)c3)CC2)c1
    12, -4, ., -0.2, -10, -5, 0, 0
O=C(NCCC1CCCCN1S(=O)(=O)c1ccccc1)C(=O)NCc1ccccc1F (stereo unspecified)
    -1, -4, ., 0.2, -3, 3, -6, -5
COc1ccc(/C=N/NC(=O)c2cc(C)oc2C)cc1OC
    0, -2, 6.6, 0.2, -23, 3, ., -15
O=C(Nc1ccccc1)/C(=C\c1ccc2c(c1)OCO2)NC(=O)c1ccco1
    ., -2, ., ., -1, -6, -1, -2

The listing continues.
Value order – FN deposit inh, esBAF inh, E-selectin induc, XiGFP reactiv, RAD52 inh, S100A4 inh HTS, RAD54 branch, EWS-Fli inh
COc1cc(C(=O)Nn2cnnc2)ccc1OC(F)F
    1, 1, 0.2, 0.3, 1, -1, -6, 2
CN(C)CC(=O)N1[C@H](CO)[C@@H](c2ccc(C#CC3CC3)cc2)[C@@H]1C#N
    0, -3, 0.1, 1.5, -22, -5, -20, -86
COc1ccc(CCNC(=S)NC(=O)/C=C/c2ccc(C)cc2)cc1OC
    8&8, -2&3, ., ., ., -11, -2&-2, .
COc1cccc(-n2cnc3c(sc4nc(N5CCOCC5)c5c(c43)CCCC5)c2=O)c1
    3, ., -0.1, 0.2, -2, -1, ., 5
CS(=O)(=O)c1cccc(NC(=O)CSc2nnc3n2CCCCC3)c1
    -5, 1, -0.1, 0.1, 6, 0, ., 0
C[C@@H]1CN([C@H](C)CO)C(=O)c2cc(NC(=O)Nc3ccc(F)cc3)ccc2O[C@@H](C)CCCCO[C@@H]1CN(C)S(=O)(=O)c1ccc(F)cc1
    2, 2, 0.1, 0.0, ., ., -14, 2
C/C(=N\NC(=O)c1cc(-c2ccncc2)nc2ccccc12)c1ccc(OC(F)F)cc1
    -9, ., 8.5, 0.3, -29, -3, ., 1
CCOC(=O)C1=NOC2(C1)C(=O)Nc1ccc(OC)cc12 (stereo unspecified)
    17, ., -0.1, 0.2, -4, 1, ., 7
O=C(COC(=O)CNS(=O)(=O)c1cccc(Br)c1)Nc1ccccc1Sc1ccccc1
    -7, -6, 0.3, 0.1, 0, -2, 5, -2
C[C@H]1C(=O)N(C)CCN1Cc1cn(C)nc1-c1ccc(Oc2ccccc2)cc1
    4, -5, -0.1, 0.0, -3, 13, 11, 0

Profiles, looked up by structure. Screens in order: FN deposit inh	esBAF inh	E-selectin induc	XiGFP reactiv	RAD52 inh	S100A4 inh HTS	RAD54 branch	EWS-Fli inh
COc1cccc(-n2cnc3c(sc4nc(N5CCOCC5)c5c(c43)CCCC5)c2=O)c1 across the screens: 3	.	-0.1	0.2	-2	-1	.	5
C[C@H]1C(=O)N(C)CCN1Cc1cn(C)nc1-c1ccc(Oc2ccccc2)cc1 across the screens: 4	-5	-0.1	0.0	-3	13	11	0

Going on with the list.
Value order – FN deposit inh, esBAF inh, E-selectin induc, XiGFP reactiv, RAD52 inh, S100A4 inh HTS, RAD54 branch, EWS-Fli inh
CCCCN(C(C)=O)c1c(CC)nc2ccc(C(=O)NCCc3ccccn3)cn12
    -3, 2, 1.4, 0.1, -12, 6, -6, -8
COc1ccc2c(c1)c(C(=O)O)c(C)n2-c1ccc(Cl)cc1
    14, 5, 0.0, -0.1, -12, 0, 8, 7
Cc1ccc(C(c2nnnn2CS(=O)(=O)c2ccc(C)cc2)N2CCCC2)cc1 (stereo unspecified)
    -1, ., ., 0.0, -17, 6, ., 2
Cc1sc(NC(=O)C2CCCO2)c(C#N)c1C (stereo unspecified)
    ., 12, ., ., -20, 2, 3, -10
O=C(Nc1ccc2c(c1)OCO2)C1Cc2c(-c3ccccc3Oc3ccccc3)ccnc2O1 (stereo unspecified)
    -10, -1, -0.1, 0.0, -9, -5, 13, 15
CCOC(=O)c1noc(C)c1C(=O)Nc1nccs1
    ., -5, ., 0.0, -12, 3, 8, 8
Cc1ccc(-n2c(=O)c3ccccc3n(CC(=O)NCc3ccco3)c2=O)cc1
    -3, 4, ., -0.2, -23, 0, 8, 6
Cc1oc2cc(O)ccc2c(=O)c1Oc1ccccc1Br
    7&-4, -3, -0.1, 0.1, -38, 6&1, -1, 2
C[C@@H]1CN([C@H](C)CO)C(=O)CCCn2cc(nn2)CO[C@@H]1CN(C)Cc1ccc(C(=O)O)cc1
    11, ., -0.2, 0.5, -4, -11, ., -11
COc1ccccc1N1CCN(C(=O)c2cccc(NC3=NC4CS(=O)(=O)CC4S3)c2)CC1 (stereo unspecified)
    3, -6, -0.1, 0.3, -2, 13, -5, 0

(continued)
Value order – FN deposit inh, esBAF inh, E-selectin induc, XiGFP reactiv, RAD52 inh, S100A4 inh HTS, RAD54 branch, EWS-Fli inh
CCOC(=O)CNC(=S)N1CCn2c(nc3ccccc32)C1
    -9, ., -0.1, 0.0, -6, -8, ., 9
COc1cc(CC(=O)OCC(=O)NCc2cccs2)cc(OC)c1OC
    11, -5, ., -0.1, 4, -1, 4, 0
Cc1cc(NC(=O)CN(C)S(=O)(=O)c2cnc[nH]2)ccc1Br
    6, 7, ., 0.0, 0, 9, 4, -12
CN(C)CCCNc1nc2cc(-c3cnn(Cc4ccccc4)c3)sc2c(=O)n1C
    -2, 0, 1.2, -0.1, 59*, 4, 48, -2
O=C(NC1CCCC1)[C@@H]1CCCN1C(=O)[C@@H](NC(=O)N1CCOCC1)C1CCCCC1
    -16, ., -0.3, 0.3, -4, -3, ., -13
COc1ccc(NC(=O)N2CCCCN3[C@H](C2)[C@@H](c2ccc(-c4ccccc4C)cc2)[C@@H]3CO)cc1
    ., ., 0.3, 0.4, 7, -2, -14, .
COC(=O)c1cccc(F)c1C(=O)c1cccc2ccccc12
    -1, 0, -0.4, 0.2, -16, 3, -2, -5
O=C(NCCc1ccccc1Cl)[C@@H]1CCCN1C(=O)[C@H](Cc1cccnc1)NC(=O)N1CCOCC1
    1, ., 0.1, 0.4, 7, -33, ., -4
O=C(Nc1ccc2c(c1)OCCO2)c1c(Cl)cccc1Cl
    ., 10, -1.3, 0.2, -21, -8, 4, -15
COCC(=O)N(C)C[C@H]1Oc2cc(C#CC3CC3)ccc2S(=O)(=O)N([C@@H](C)CO)C[C@H]1C
    -3, -1, 0.8, -0.6, -11, -1, 1, 2

Next part.
Value order – FN deposit inh, esBAF inh, E-selectin induc, XiGFP reactiv, RAD52 inh, S100A4 inh HTS, RAD54 branch, EWS-Fli inh
CCN(CC)S(=O)(=O)c1ccc2c(c1)nc(CCC(=O)OCC(=O)Nc1c(F)cccc1F)n2C
    -5, ., ., -0.1, -37, -9, ., 3
CO[C@@H]1CN(C)C(=O)c2cc(NC(=O)C3CC3)ccc2OC[C@H](C)N(Cc2ccccc2)C[C@@H]1C
    7, -3, 0.0, 0.2, -6, 13, -9, 1
COc1ccccc1CNCC(O)(c1ccc(F)cc1)c1ccc(F)cc1
    4, -1, 0.1, 0.0, -13, -4, -11, 11
Cc1ccc(S(=O)(=O)Nc2ccc3c(c2)CC(=O)N([C@H](C)CO)C[C@@H](C)[C@H](CN(C)S(C)(=O)=O)O3)cc1
    -2, 1, 0.6, -0.1, 6, 8, -4, -1
COc1ccc(S(=O)(=O)N(C)C[C@H]2Oc3c(NC(=O)Nc4ccc(C(F)(F)F)cc4)cccc3C(=O)N([C@H](C)CO)C[C@@H]2C)cc1
    -3, 5, ., -0.9, -5, -4, -1, -1
Cc1c(Cl)cccc1N/C(=N/S(=O)(=O)c1cccs1)c1ccccc1
    ., ., ., 0.0, -7, -4, ., -13
CC(=O)N1Cc2ccccc2C(C)CC12CCCCC2 (stereo unspecified)
    -1, ., 1.4, 0.0, -4, -6, -6, 3
CC(=O)Nc1ccc(N2C(=O)CC(N3CC(C)OC(C)C3)C2=O)cc1 (stereo unspecified)
    ., -2, ., ., -56, 1, -4, .
COc1ccc(CN(C)C[C@H]2Oc3c(NC(=O)Nc4ccc(OC)cc4)cccc3C(=O)N([C@@H](C)CO)C[C@H]2C)cc1
    ., -5, 0.6, 0.2, 16, -4, 2, 4
CCC(C)[C@H]1CNC(=S)N1CCc1cc(C(F)(F)F)cc(C(F)(F)F)c1 (stereo partly specified)
    6, -1, -0.1, 0.0, -3, 1, -10, 20

Following part.
Value order – FN deposit inh, esBAF inh, E-selectin induc, XiGFP reactiv, RAD52 inh, S100A4 inh HTS, RAD54 branch, EWS-Fli inh
COc1cccc(Nc2nc(N)c([N+](=O)[O-])c(N3CCOCC3)n2)c1
    -3, -1, ., 0.0, 11, -2, -4, -3
COCCCNC(=O)C[C@H]1C[C@@]2(C(=O)OC)C(=C[C@H](C3CCCC3)O[C@@H]2C)N(Cc2ccccc2)C1=O
    3, ., -0.1, -0.1, -2, 1, ., -9
C[C@@H]1CCCCO[C@@H](CN(C)S(C)(=O)=O)[C@H](C)CN([C@H](C)CO)C(=O)c2cc(NC(=O)NC3CCCCC3)ccc2O1
    -3, 4, 0.0, 0.1, 9, 5, -1, -8
COc1cccc(CN2CCNC(=O)C2CC(=O)NCCCN2CCCC2=O)c1 (stereo unspecified)
    -7, 0, ., 0.0, -23, -8, -3, .
CCOC(=O)C1=CC[C@@H](c2ccncc2)N(S(=O)(=O)c2ccc(C)cc2)C1
    11, 5, -0.7, 0.3, -17, 1, -1, -9
COc1ccc(S(=O)(=O)Nc2ccc3c(c2)C(=O)N([C@H](C)CO)C[C@H](C)[C@@H](CN(C)C(=O)NC(C)C)OCCCC[C@@H](C)O3)cc1
    ., -1, -0.5, -1.0, 8, 7, 1, -8
CN(Cc1ccco1)C(=O)C(Cc1ccccc1)NS(=O)(=O)c1ccc2c(c1)CCC(=O)N2 (stereo unspecified)
    -6, -1, ., 0.0, -20, -6, -13, 0
